MC4R antagonist = MC4R antagonists of cAMP signaling, primary screen, cell-based, TR-FRET, antagonist arm of biased-ligand search; MC4R-expressing cells, MTII-stimulated cAMP, LANCE TR-FRET; hit rate 0.48% among 360,000; inhibition, % at 6.5 µM; Melanocortin receptor 4 (Homo sapiens), P32245; AID 540295, 2011;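 active = inhibition above its plate's cutoff, the mean of tested wells on that plate plus 3 SD, cut at about 29% in these data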;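 also: 0% = Melanotan II alone and 100% = Melanotan II plus saturating MCL0020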
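System – human MC4R-expressing U2OS cells · Also added – Melanotan II · Dosing – one concentration, 6.5 µM nominal · Timing – 30-min compound, 1-h challenge, 1-h detection, room temperature · Measured by – Eu-cAMP/anti-cAMP TR-FRET, emission 671 nm · Replicates – singlicate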
SRC3 inh = SRC3 coactivator transcriptional activity inhibitors, primary screen, cell-based, luminescence; Nuclear receptor coactivator 3 (Homo sapiens), Q9Y6Q9; inhibition, % at 3.6 µM; HEK293 GAL4-SRC3 luciferase reporter; hit rate 0.17% among 360,000;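 active = inhibition above a per-campaign cutoff, the mean of all compounds plus 3 SD, cut at about 60% in these data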;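 also: 0% = DMSO-treated cells and 100% = gossypol-treated cells at 36 µM; higher means less SRC3-driven luciferase light from the GAL4 reporter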
COUP-TFII inh = NR2F2 transcriptional activity inhibitors, primary screen, cell-based, luciferase reporter, HEK293T, luminescence; COUP transcription factor 2 (Homo sapiens), P24468; HEK293T NGFI-A luciferase reporter; inhibition, % at 8.6 µM; hit rate 0.7% among 370,000;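 active = inhibition above a per-plate cutoff, mean inhibition of test wells between control levels plus 3 SD, cut at about 38% in these data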;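 also: cells cotransfected with COUP-TFII expression vector driving the NGFI-A reporter; 0% = median of COUP-TF2 test wells and 100% = reporter-only cells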
NOD2-RIPK2 inh = NOD2-RIPK2 binding disruptors in cells, primary screen, fluorescence, CHO cells, BLA complementation. inhibition, % at 4.98 µM. hit rate 0.38% among 360,000. AID 624267, 2012. CCF4 ratio; in the data active = inhibition above about 21%;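 also: 0% = vehicle only and 100% = reference blocker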
SRC2 inh = inhibition of GAL4-SRC2 driven luciferase reporter, primary screen, SRC2 inhibitor project, cell-based, luminescence. hit rate 0.17% among 370,000. inhibition, % at 9 µM. AID 651957, 2012. HEK293 GAL4-SRC2 luciferase reporter;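 active = inhibition above the mean inhibition of all tested compounds plus 3 SD, set per campaign, cut at about 52% in these data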;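 also: 0% = DMSO treated cells and 100% = cells given Gossypol at 36 µM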
NCOA1 inh = SRC1 coactivator transcriptional activity inhibitors, primary screen, cell-based, luminescence; HEK293 GAL4-SRC1 luciferase reporter; inhibition, % at 3.6 µM; hit rate 0.12% among 360,000; AID 588354, 2011;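 active = inhibition above the campaign mean plus 3 SD, with each screening campaign given its own cutoff, cut at about 60% in these data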;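 also: 0% = DMSO treated cells and 100% = gossypol at 36 µM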
ABHD5-PLIN5 inh = ABHD5-PLIN5 interaction inhibitors, primary screen, cell lysate, split luciferase complementation, luminescence. AID 602281, 2012. hit rate 0.78% among 360,000. Perilipin-5 (Homo sapiens) + 1-acylglycerol-3-phosphate O-acyltransferase ABHD5 (Homo …. Split G. princeps luciferase complementation, 4 h. inhibition, % at 4 µM;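 active = inhibition above the mean inhibition across every tested compound plus 3 SD, cut at about 22% in these data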;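 also: 0% = DMSO only wells and the 100% control is not disclosed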
NR5A2 inv ag = LRH-1 (NR5A2) inverse agonists, primary screen, cell-based, luminescence, HEK293T, StAR-luciferase reporter; Nuclear receptor subfamily 5 group A member 2 (Homo sapiens), O00482; LRH-1 transfected, 24 h; inhibition, % at 3.6 µM; hit rate 0.13% among 360,000; AID 602396, 2012;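 active = inhibition above the mean inhibition of all tested compounds plus 3 SD, cut at about 73% in these data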;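 also: 0% = DMSO wells and 100% = reporter-only cells lacking LRH-1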
TLR9-MyD88 inh = inhibitors of TLR9-MyD88 association in cells, primary screen, cell-based, CHO, BLA complementation, fluorescence. inhibition, % at 4.98 µM. Toll-like receptor 9 (Homo sapiens) + Myeloid differentiation primary response protein …. hit rate 0.21% among 340,000. AID 504734, 2011. CCF4 FRET ratio;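 active = inhibition above the mean over all tested compounds plus 3 SD, cut at about 21% in these data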;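 also: 0% = DMSO only wells and 100% = clavulanate BLA inhibitor control wells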
Target sequence (Q99836 whole entry, looked up): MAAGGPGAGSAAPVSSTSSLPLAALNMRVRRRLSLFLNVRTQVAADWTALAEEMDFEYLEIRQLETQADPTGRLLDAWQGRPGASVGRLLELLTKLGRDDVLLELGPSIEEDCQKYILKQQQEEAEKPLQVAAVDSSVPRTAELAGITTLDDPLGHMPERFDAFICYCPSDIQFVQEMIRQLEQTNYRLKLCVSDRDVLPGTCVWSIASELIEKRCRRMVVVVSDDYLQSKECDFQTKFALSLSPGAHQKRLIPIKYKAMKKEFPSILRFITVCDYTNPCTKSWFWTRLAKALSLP
Target sequence (Q9NR96 whole entry, looked up): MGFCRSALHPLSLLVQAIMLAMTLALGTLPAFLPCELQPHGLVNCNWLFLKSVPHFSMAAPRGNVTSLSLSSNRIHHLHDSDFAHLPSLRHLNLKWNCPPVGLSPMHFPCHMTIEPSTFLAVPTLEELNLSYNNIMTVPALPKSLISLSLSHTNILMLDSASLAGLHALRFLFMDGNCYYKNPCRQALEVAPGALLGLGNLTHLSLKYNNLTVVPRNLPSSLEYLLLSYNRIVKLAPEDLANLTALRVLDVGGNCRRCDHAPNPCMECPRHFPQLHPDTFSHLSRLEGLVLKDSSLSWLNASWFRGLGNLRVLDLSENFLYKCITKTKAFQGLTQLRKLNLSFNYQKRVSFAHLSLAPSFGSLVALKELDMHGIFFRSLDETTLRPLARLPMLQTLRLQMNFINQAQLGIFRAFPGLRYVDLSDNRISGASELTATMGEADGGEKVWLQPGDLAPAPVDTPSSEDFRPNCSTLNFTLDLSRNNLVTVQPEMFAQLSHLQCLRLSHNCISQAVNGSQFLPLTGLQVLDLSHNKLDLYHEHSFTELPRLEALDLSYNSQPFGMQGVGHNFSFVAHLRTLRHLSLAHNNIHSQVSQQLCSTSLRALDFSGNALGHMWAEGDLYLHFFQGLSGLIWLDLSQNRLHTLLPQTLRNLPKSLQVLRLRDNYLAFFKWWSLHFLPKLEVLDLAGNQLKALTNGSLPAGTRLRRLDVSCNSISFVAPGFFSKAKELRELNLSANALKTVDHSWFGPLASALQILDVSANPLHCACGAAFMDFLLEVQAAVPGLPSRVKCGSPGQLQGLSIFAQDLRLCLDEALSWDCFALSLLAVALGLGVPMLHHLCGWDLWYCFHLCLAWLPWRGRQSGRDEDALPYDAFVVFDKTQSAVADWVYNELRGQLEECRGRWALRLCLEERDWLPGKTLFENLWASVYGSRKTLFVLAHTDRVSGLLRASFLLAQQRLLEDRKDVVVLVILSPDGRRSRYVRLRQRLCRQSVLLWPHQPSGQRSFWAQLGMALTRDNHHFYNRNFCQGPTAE
EBV LMP1 NFkB = EBV LMP1-driven NF-kappaB luciferase reporter inhibitors, primary screen, cell-based, luminescence, single point. LMP1-induced NF-kappaB luciferase reporter cells. inhibition, % at 12.5 µM. hit rate 0.69% among 350,000; in the data active = inhibition above about 41%;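 also: 0% = neutral control wells and 100% = reference inhibitor control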
MC4R ag barr = MC4R agonists recruiting beta-arrestin, primary screen, cell-based, luminescence, agonist arm of biased-ligand search; activation, % at 8.9 µM; hit rate 0.98% among 360,000; U2OS MC4R beta-arrestin complementation; percent of melanotan II response, DMSO zero; Melanocortin receptor 4 (Homo sapiens), P32245;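 active = activation above a per-plate cutoff, the mean activation of sample wells on that plate plus 3 SD, cut at about 8% in these data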
* hit, by the source's call; . = no result given; & = joins results of further samples.

Values run as follows: MC4R antagonist, SRC3 inh, COUP-TFII inh, NOD2-RIPK2 inh, SRC2 inh, NCOA1 inh, ABHD5-PLIN5 inh, NR5A2 inv ag, TLR9-MyD88 inh, EBV LMP1 NFkB, MC4R ag barr
CC1(C)CC(NC(=S)NC(=O)c2cc(Br)ccc2Cl)CC(C)(C)N1
  -1, 3, 1, -14, -12, -19, 7, 11, 5, -24, -0.5
CCc1ccc(C(=O)NNc2cc(Cl)ccc2Cl)cc1
  1, 26, -20, 4, 2, -3, -18, -3, -3, -2, 6.2
Cc1nn(Cc2ccccc2)c2c1C(c1ccncc1)C(C#N)=C(N)O2 (configuration not stated)
  0, -14, 13, -3, -4, -11, 4, 2, 14, -2, -1.2
CC(=Nc1ccccc1C(F)(F)F)c1ccncc1
  4, -11, -15, 6, 10, 8, 4, 4, -11, 0, 0.4
COc1ccc(N(CC(=O)NCC(C)C)S(=O)(=O)c2ccccc2)cc1
  10, 3, -10, 2, -1, -25, -2, 1, -6, -4, -1.9
CCc1ccc2[nH]c(=O)c(CN(CCN(C)C)C(=O)Nc3ccccc3)cc2c1
  0, 6, 7, 4, -1, -11, 5, -6, -10, 1, -0.8
CN(C)S(=O)(=O)c1ccc2nc(NC(=O)c3cccs3)sc2c1
  4, -71, -70, -2, -7, -104, -6, -138, 1, 7, -3.3
CS(=O)(=O)c1ccc(CNC(=O)[C@]2(C(F)(F)F)C[C@H](CCc3ccccc3)CCCO2)cc1
  12, -6, -6, -3, -23, -5, 6, 4, 3, -5, 2.4
COc1ccc(C2(CNC(=O)c3cc(OC)c(OC)c(OC)c3)CCCC2)cc1OC
  7, 7, -1, 3, -22, 14, 8, 9, -5, -4, 0.6
O=C(NCc1cccs1)c1ccc(N2CCCC2=O)cc1
  0, -24, -17, 1, -21, -23, 8, -47, -2, -9, -0.4
CCC(C)N(C(=O)COC(=O)c1nc2nc(C)cc(C)n2n1)C1CCS(=O)(=O)C1 (configuration not stated)
  0, 6, -6, 2, 6, 11, -7, -10, -1, 2, 0.4
COc1ccc(C)cc1NC(=O)CSc1nnc2ccc(-c3cccnc3)nn12
  3, 4, 7, 2, -12, -4, 1, -3, -2, 0, -3.4
Cc1cc(C)c(NC(=O)CNC(=O)COC(=O)Cc2ccccc2C)c(C)c1
  5, 7, 14, 1, -8, 23, -3, -9, -2, 0, -0.2
COc1ccc(OC)c(S(=O)(=O)NCc2ccccc2)c1
  4, 0, 14, 4, 22, 16, -4, -7, -8, -3, 0.4
S=C(Nc1ccc(Oc2ccccc2)cc1)N1CCOCC1
  -3, -54, -22, 2, 8, -4, -8, -5, -7, 3, -1.4
O=C(NCC1COc2ccccc2O1)c1ccc(NC(=O)C2CCCO2)cc1 (configuration not stated)
  15, -7, -22, 4, -13, -57, 2, -6, 0, -14, -1.4
Cc1cccc(OCC(=O)Nc2ccc(C(=O)O)cc2NC(=O)COc2cccc(C)c2)c1
  2, 21, 16, -3, -33, -12, 0, 14, 5, 4, -1.8
O=C(Nc1ccc2c(c1)OCO2)c1cc(C2CCCCN2C(=O)c2ccccc2)on1 (configuration not stated)
  5, 11, 15, -3, 16, 3, -6, -6, ., ., -0.9
Cc1cccc(C(=O)OCC(=O)NCc2ccc(Cl)cc2)c1
  -7, 4, 1, 3, -1, 0, 6, 15, -1, 8, 0.3
Cc1ccccc1NC(=O)c1cc(=O)c2ccccc2o1
  -18, 5, -2, -8, -18, 7, 1, -34, -2, 2, 2.8
Cc1ccc(CNC(=O)C2CCCN(S(=O)(=O)c3c(C)noc3/C=C/N(C)C)C2)cc1 (configuration not stated)
  -1, 4, -6, 2, -25, -15, -5, 3, 4, -4, -1.3
O=C(Nc1nc2ccccc2s1)c1ccc2sc([C@H]3C[C@H](O)[C@@H](CO)O3)nc2c1
  17, -110, -9, 7, -46, -82, 2, -80, ., ., 1.2
Cc1c(Cl)cccc1Nc1ncccc1C(=O)O
  9&7, -9&-20, -6&8, -7&-9, 4&3, 11&-27, 0&-4, -4&-24, -2&2, 3&5, 0.5&1.8
O=C(COC(=O)/C=C/c1ccc(F)cc1)NC1CCCC1
  20, 10, -27, 8, 10, -12, 8, -3, 4, -3, -2.4
c1cc(CNCCCN2CCOCC2)ccn1
  2, 9, 7, -3, 0, -8, -3, 7, -7, 19, 0.0
CCOc1ccc(CCNC(=O)COC(=O)c2cccnc2Cl)cc1OCC
  -2, 0, 21, -4, 16, 3, 0, 6, -6, 10, -2.1
C[n+]1cc(-c2ccccc2)oc1-c1ccccc1
  5, -43, -54, -3, -41, -15, 2, -31, -12, -17, -1.5
O=C(Nc1cccc(Cl)c1)OCCOC(=O)Nc1cccc(Cl)c1
  0, 0, 2, -9, -44, 4, -12, -26, -7, -13, 0.9
N#CC1(c2ccccc2)CCC(=O)N1Cc1ccccc1 (configuration not stated)
  10, -3, -14, -2, 15, -1, 9, -12, -8, -29, 1.3
O=C(Nc1ccccc1)OCC1COC(c2ccccc2)(c2ccccc2)O1 (configuration not stated)
  -1, -16, -1, -1, 5, -10, -4, 12, -10, -3, 1.2

Ordered by length of the SMILES (rising): five of the compounds above
Values run as follows: MC4R antagonist, SRC3 inh, COUP-TFII inh, NOD2-RIPK2 inh, SRC2 inh, NCOA1 inh, ABHD5-PLIN5 inh, NR5A2 inv ag, TLR9-MyD88 inh, EBV LMP1 NFkB, MC4R ag barr
C[n+]1cc(-c2ccccc2)oc1-c1ccccc1
  5, -43, -54, -3, -41, -15, 2, -31, -12, -17, -1.5
O=C(NCC1COc2ccccc2O1)c1ccc(NC(=O)C2CCCO2)cc1 (configuration not stated)
  15, -7, -22, 4, -13, -57, 2, -6, 0, -14, -1.4
CCc1ccc2[nH]c(=O)c(CN(CCN(C)C)C(=O)Nc3ccccc3)cc2c1
  0, 6, 7, 4, -1, -11, 5, -6, -10, 1, -0.8
CCC(C)N(C(=O)COC(=O)c1nc2nc(C)cc(C)n2n1)C1CCS(=O)(=O)C1 (configuration not stated)
  0, 6, -6, 2, 6, 11, -7, -10, -1, 2, 0.4
Cc1ccc(CNC(=O)C2CCCN(S(=O)(=O)c3c(C)noc3/C=C/N(C)C)C2)cc1 (configuration not stated)
  -1, 4, -6, 2, -25, -15, -5, 3, 4, -4, -1.3

The list goes on.
Values run as follows: MC4R antagonist, SRC3 inh, COUP-TFII inh, NOD2-RIPK2 inh, SRC2 inh, NCOA1 inh, ABHD5-PLIN5 inh, NR5A2 inv ag, TLR9-MyD88 inh, EBV LMP1 NFkB, MC4R ag barr
COc1ccc(OCCCC(=O)OCC(=O)Nc2c(C)nn(-c3ccccc3)c2C)cc1
  -3, 6, 5, 1, -14, -11, 0, -2, -1, -3, -0.9
CC1(C)CC(=O)C=C(Nc2cc(-c3ccccc3)[nH]n2)C1
  0, -11, 5, -5, 10, -16, 1, -40, -7, 16, -1.8
COc1ccc(-c2coc3cc(O)ccc3c2=O)cc1OC
  2, -40, -34, -3, -69, -55, 4, -43, -5, -5, -1.3
S=c1[nH]nc(-c2n[nH]c3c2CCC3)n1/N=C/C=C/c1ccccc1
  20, 18, -2, -3, 19, -24, -3, -6, ., ., 0.1
COc1cc(NC(=O)COc2cc(O)c3c(c2)OC(C)(C)CC3=O)cc(OC)c1OC
  7, 51, 81*, -6, 36, 43, 2, 59, -11, 20, -1.2
CC(C)CNC(=O)c1cccc(NC(=O)C(C)Oc2ccccc2)c1 (configuration not stated)
  8, 7, 3, -20, -22, 5, -2, -16, -3, 0, -1.6
CN(C)S(=O)(=O)c1cc(NC(=O)CSc2nn(-c3ccc(Cl)cc3)c(=S)s2)ccc1Cl
  14, 13, -6, 4, 17, -3, -5, 18, -9, 22, -0.2
Cc1cnc(C(=O)N2CCCC(C(=O)c3cccc(OC(C)C)c3)C2)cn1 (configuration not stated)
  5, 17, -5, -1, 5, -28, 10, 4, 3, 0, 0.2
CC(=O)c1c(C(C)=O)c(C)n(Cc2ccc3c(c2)OCO3)c1C
  0, 12, 22, -9, -15, 2, -5, 21, 5, 8, -1.8
COc1ccc(N(C(=O)c2snc(C(N)=O)c2N)C(C(=O)NC2CCCCC2)c2ccc(C)o2)cc1 (configuration not stated)
  7, -5, -7, -13, 4, 6, 6, 14, -1, 4, 0.2
NS(=O)(=O)c1ccc(CCNC(=O)C2(S(=O)(=O)c3ccc(Cl)cc3)CC2)cc1
  10, 4, 5, -5, 2, -3, 5, -2, -1, 2, 0.2
CC(C)(C)n1ncc2c(=O)n(Cc3ccccc3Br)cnc21
  -3, -12, 2, -11, 2, -5, -3, 0, -5, -1, 1.7
Cc1ccccc1-c1ocnc1C(=O)Nc1ccccc1NC(=O)c1ccccn1
  6, 2, 16, -8, -32, 0, -9, 20, -40, 2, 2.0
CC(C)c1ccc(Nc2n[nH]c(=S)s2)cc1
  ., -109, -42, -15, -7, -104, -12, -91, ., ., .
CC(CN1CCN(C/C=C/c2ccccc2)CC1)c1ccccc1 (configuration not stated)
  1, 2, 7, 9, 20, -1, -1, -2, -1, -14, 1.9
CN(c1ccc(O)cc1)S(=O)(=O)c1ccc2ccccc2c1
  4, -54, 3, -1, 14, -47, -3, -67, 1, -13, -0.5
CC(=O)Nc1ccc(NC(=O)C(C)NC(C)c2cccc3ccccc23)cc1 (configuration not stated)
  0, -5, 6, -11, 6, 5, 3, 4, -6, -2, 2.1
O=C(NCCc1cccc(F)c1)C1CCN(S(=O)(=O)c2ccc(F)cc2)CC1
  -2, 13, 9, 1, 5, -9, 2, 20, -13, -8, -1.8
CC(C)Nc1ncnc2c1ncn2[C@H]1CN(Cc2ccc(-c3ccccc3)cc2)C[C@@H](CO)O1
  0, -3, 49*, 0, 24, 18, 4, 24, ., ., 0.0

These rows are one share of the data; the hit share may differ from the screen's.
